Screens as filed in PubChem BioAssay.
DAGLB inh: DAGLB lipase inhibitors, primary screen, biochemical, fluorescence, HTS; Diacylglycerol lipase-beta (Homo sapiens), Q8NCG7; HEK293T DAGLB membrane lysate, EnzChek fluorogenic substrate; inhibition, % at 5.17 µM; actives 0.059% (n = 340,000); in the data active = inhibition above about 34%;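 note: 0% = enzyme with vehicle and 100% = wells lacking enzyme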
Keap1 Nrf2 FP: Keap1-Nrf2 protein-protein interaction inhibitors, primary screen, biochemical, fluorescence polarization, single point; Kelch-like ECH-associated protein 1 (Homo sapiens), Q14145; Keap1 Kelch-Nrf2 peptide fluorescence polarization, 1536-well; inhibition, % at 9.4 µM; actives 0.15% (n = 340,000); in the data active = inhibition above about 12%;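 note: human Keap1 Kelch domain with fluorescein labeled Nrf2 9mer peptide probe; 0% = neutral control wells and 100% = peptide positive control; higher means more block of Keap1 binding to Nrf2 peptide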
CAL PDZ FP-1: untagged CAL PDZ binding inhibitors, primary screen, biochemical, fluorescence polarization, HTS; Golgi-associated PDZ and coiled-coil motif-containing protein (Homo sapiens), Q9HD26; purified CAL PDZ, TMR-peptide fluorescence polarization, 1 h; inhibition, % at 24.9 µM; actives 0.92% (n = 300,000); AID 602252, 2012;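 active = mean inhibition of at least 30% with at least half of replicates also reaching 30%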;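 note: 0% = DMSO neutral control and 100% = excess unlabeled competitor peptide PRC23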
Rtt109 Vps75: inhibitors of C. albicans Rtt109/Vps75 HAT, primary screen, biochemical, ThioGlo CoA-SH fluorescence, plate reader | purified Rtt109/Vps75, 4 h | inhibition, % at 34.9 µM | actives 0.16% (n = 330,000) | AID 540336, 2011;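 active = inhibition of at least 50% in every replicate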
Target sequence (Q5AAJ8 whole entry, looked up): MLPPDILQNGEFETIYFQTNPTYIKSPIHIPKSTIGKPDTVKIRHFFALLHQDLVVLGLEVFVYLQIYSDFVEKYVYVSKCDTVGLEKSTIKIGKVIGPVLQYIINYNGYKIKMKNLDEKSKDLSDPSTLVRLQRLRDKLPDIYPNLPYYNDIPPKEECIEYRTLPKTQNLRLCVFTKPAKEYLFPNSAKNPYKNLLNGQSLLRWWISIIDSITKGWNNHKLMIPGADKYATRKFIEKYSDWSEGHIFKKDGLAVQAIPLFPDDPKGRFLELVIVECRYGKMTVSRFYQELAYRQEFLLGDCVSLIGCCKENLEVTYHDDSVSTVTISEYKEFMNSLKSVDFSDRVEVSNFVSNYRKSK
RTF Ca sens act: cardiac RTF calcium sensitivity activators, primary screen, biochemical, IANBD-TnC fluorescence, EC20 calcium; Troponin I, cardiac muscle (Homo sapiens) + Troponin T, cardiac muscle (Homo sapiens) + …; IANBD-labeled TnC RTF fluorescence at EC20 calcium; 0% EC20 calcium, 100% full calcium; activation, % at 7.2 µM; actives 0.24% (n = 340,000); AID 493008, 2010;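 active = activation above the mean over all tested compounds plus 3 SD, cut at about 30% in these data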;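 note: rise in fluorescence read as greater calcium sensitivity of cardiac thin filaments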
CAL PDZ FP-2: CAL PDZ peptide-binding inhibitors, primary screen, biochemical, fluorescence polarization, Cer-tagged CAL PDZ, HTS; actives 0.02% (n = 330,000); inhibition, % at 20 µM; AID 504414, 2011; purified CAL PDZ, TMR-peptide fluorescence polarization, 1 h; Golgi-associated PDZ and coiled-coil motif-containing protein (Homo sapiens), Q9HD26;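 active = highest replicate inhibition of at least 40%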;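 note: plate controls were DMSO neutral control wells for no effect and unlabeled competitor peptide control wells for full effect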
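Material: tagged CAL PDZ protein CerCALP, purified; buffer or medium: sodium phosphate/NaCl buffer pH 7.4 with TCEP, IgG, Thesit; also added: fluorescent TMR peptide probe; schedule: 1 h incubation at room temperature before polarization reading; technique: fluorescence polarization from S- and P-plane intensities, G-factor corrected; control set: unlabelled peptide and DMSO controls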
SR-BI DiI-HDL act: activators of SR-BI mediated DiI-HDL uptake, primary screen, ldlA[mSR-BI] CHO cells, DiI fluorescence; 3 h; 100 = double the neutral-control signal; activation, % at 12.5 µM; actives 0.096% (n = 320,000); AID 504775, 2011;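 active = mean replicate activation of at least 60% and every replicate at or above 60%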;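 note: 0% = median plate neutral-control signal and 100% = twice that signal; values of inactives mirror those of a sister screen read the other way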
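Test system: SR-BI-overexpressing, LDLR-lacking CHO cells. Measured by: DiI fluorescence, bottom read. Medium: Ham's F12 with 0.5% BSA, HEPES 25 mM, pH 7.4. Timing: 3 h uptake period with compound, 37 °C.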
Cardiac RTF inh: cardiac RTF calcium sensitivity inhibitors, primary screen, biochemical, IANBD-TnC fluorescence, EC70 calcium; Troponin I, cardiac muscle (Homo sapiens) + Troponin T, cardiac muscle (Homo sapiens) + …; IANBD-labeled cardiac RTF, Ca2+ fluorescence; inhibition, % at 7.15 µM; actives 0.12% (n = 340,000); AID 493244, 2011;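 active = inhibition above the mean inhibition of all tested compounds plus 3 SD, cut at about 17% in these data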;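 note: assay run at fixed EC70 calcium of 1.6 mM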
LANA DNA inh: inhibitors of KSHV C-LANA binding to DNA, primary screen, biochemical, fluorescence polarization, FAM-LBS DNA, MBP-C-LANA, single point. Kaposi's sarcoma herpesvirus LANA C-terminal domain (residues 932-1162) DNA binding. inhibition, % at 9 µM. actives 0.078% (n = 340,000);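 active = highest replicate inhibition at or above 60% at 9 µM, even if other replicates fall short; inactive = all replicates below 60% inhibition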;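 note: 0% = neutral control wells and 100% = 4 µM acridine orange control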
PKA-R2B activ: activators of PKA-R2B holoenzyme, primary screen, biochemical, fluorescence polarization, Cy5-IP20, human | actives 0.079% (n = 340,000) | activation, % at 11.4 µM | PKA-R2B holoenzyme dissociation; R2B truncated from residue 108, S112A mutant; 0% DMSO only, 100% 113 µM cGMP | cAMP-dependent protein kinase catalytic subunit beta (Homo sapiens) + cAMP-dependent …;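 active = activation above a cutoff set at the mean over all compounds plus 3 SD, cut at about 18% in these data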;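 note: higher means more holoenzyme dissociation and a rise in polarization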
Target sequence (P31323 whole entry, looked up, other chains not shown, the tested form may be a part): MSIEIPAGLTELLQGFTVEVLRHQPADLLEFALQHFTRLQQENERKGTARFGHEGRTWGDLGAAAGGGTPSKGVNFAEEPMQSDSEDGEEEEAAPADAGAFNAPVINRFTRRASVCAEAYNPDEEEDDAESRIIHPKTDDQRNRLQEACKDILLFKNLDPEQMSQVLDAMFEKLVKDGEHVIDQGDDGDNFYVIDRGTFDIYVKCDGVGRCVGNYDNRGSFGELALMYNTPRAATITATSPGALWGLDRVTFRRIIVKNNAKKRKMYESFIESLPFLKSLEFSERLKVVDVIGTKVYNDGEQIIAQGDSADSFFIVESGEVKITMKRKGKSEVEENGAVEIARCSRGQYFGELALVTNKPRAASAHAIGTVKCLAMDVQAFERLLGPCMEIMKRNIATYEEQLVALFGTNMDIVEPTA
* hit, by the source's call; / = no result given.

SMILES	DAGLB inh	Keap1 Nrf2 FP	CAL PDZ FP-1	Rtt109 Vps75	RTF Ca sens act	CAL PDZ FP-2	SR-BI DiI-HDL act	Cardiac RTF inh	LANA DNA inh	PKA-R2B activ
Cc1ccc2cc(CN(CCCO)S(=O)(=O)c3ccccc3F)c(=O)[nH]c2c1C	-1	-5	-3	15	-2	-2.4	15	7	-1.0	-5
CC1CC(C)CN(C(=O)COC(=O)CCc2nc3ccccc3c(=O)[nH]2)C1 (centres undefined)	2	-2	-1	6	16	0.0	17	-21	0.3	-9
Cc1cc(C)cc(NC(=O)N2CCN(C/C=C/c3ccccc3)CC2)c1	-4	3	-3	-12	-5	-1.7	-11	-7	0.6	5
CCCn1c(=O)c(C(=O)NNC(=O)c2ccccc2Cl)c(O)c2ccccc21	14	-8	-2	0	3	-3.7	37	-1	-0.3	5
COc1ccc(N2C(=O)C3NN=C(C(=O)OCc4ccccc4)C3C2=O)cc1 (centres undefined)	0	2	-5	5	-1	14	29	-5	0.0	5
Cc1ccc(CN2CC(C(=O)NNC(=O)Cn3ccc(C(F)(F)F)n3)CC2=O)cc1 (centres undefined)	-2	2	4	0	1	0.1	22	-8	1.3	15
N#Cc1ccsc1NC(=O)COC(=O)CCCSc1nc2ccccc2s1	-1	-5	5	23	-8	-1.1	6	-6	0.6	-13
O=C(NCC(c1cccnc1)N1CCOCC1)NC1CCCCC1 (centres undefined)	-2	-1	-3	-2	4	-2.2	1	-4	-1.4	4
CCC1(c2ccccc2)NC(=O)N(CC#N)C1=O (centres undefined)	1	-4	-2	0	2	0.1	10	-1	-0.1	-1
COc1ccc(-c2nc3n(n2)C(c2cccnc2)C(C(N)=O)=C(C)N3)cc1 (centres undefined)	-1	-3	-2	-7	3	-2.1	-5	-1	-1.0	7
CC(=O)Nc1ccc2nc(C3CCCCC3)[nH]c2c1	2	-6	-1	15	4	-2.0	5	5	0.5	-7
Cc1c(O)ccoc1=O	2	-6	1	7	5	0.3	15	2	-0.8	-2
O=C(c1cc2sccc2n1Cc1ccccc1)N1CCc2ccccc21	-6	-2	-2	-4	-4	/	5	1	-1.3	0
Cc1ccc(C)n1NC(=O)c1ccccc1Cl	5	-3	-8	-1	1	-0.6	-29	-5	0.1	4
CN(C)c1ccc(C(C[N+](=O)[O-])c2c(N)n(C)c(=O)n(C)c2=O)c(F)c1C#N (centres undefined)	-1	0	0	12	-8	-0.8	-16	-1	1.1	-1
CC1=C(C(N)=O)C(c2ccc(Cl)c(Cl)c2)n2ncnc2N1 (centres undefined)	-2	0	-1	3	2	-1.0	-9	-7	2.2	4
CC(=O)OC1C=CCC2C(=O)c3cccc(O)c3C(O)C12 (centres undefined)	0	-1	-4	9	-6	-1.0	10	1	-2.8	1
O=S(=O)(c1cccs1)N1CCN(CCc2ccccc2)CC1	-1	1	-1	4	-1	-0.2	4	-1	-0.3	-9
CC(c1ccccc1)N1C(=O)NC(NC(=O)C(C)(C)C)(C(F)(F)F)C1=O (centres undefined)	3	-8	-5	-8	5	-1.3	10	-8	-0.2	11
Cc1ccccc1OCC(=O)N1N=C(C(F)(F)F)CC1(O)C(C)(C)C (centres undefined)	-3	2	-4	10	-4	-2.2	14	3	1.8	0
O=C(CN1C(=O)C2C3C=CC(C3)C2C1=O)OCC(=O)c1ccc(Br)cc1 (centres undefined)	-2	-2	9	-5	-3	-0.3	/	0	-1.1	-14
Clc1ccc(Cc2ccc(Cl)nn2)c(Cl)c1	-3	2	/	2	0	-1.4	24	-8	2.1	6
COc1cc(C(=O)N2CCN(S(=O)(=O)c3ccc(C)cc3C)CC2)ccc1OCC(=O)N1CCOCC1	1	-2	-7	0	-1	0.9	-33	0	-0.8	7
CCOC(=O)C1=NN(C(=O)Nc2ccc(OC)cc2)C2C(=O)N(c3cccc(C(F)(F)F)c3)C(=O)C12 (centres undefined)	1	-9	-1	2	0	-0.7	9	-3	-1.9	-5
COc1ccc(N(CC(=O)NCc2cccs2)S(=O)(=O)c2c(C)nn(C)c2C)cc1	-4	0	-9	-3	4	-0.1	24	-8	-0.4	13

Later entries:
SMILES	DAGLB inh	Keap1 Nrf2 FP	CAL PDZ FP-1	Rtt109 Vps75	RTF Ca sens act	CAL PDZ FP-2	SR-BI DiI-HDL act	Cardiac RTF inh	LANA DNA inh	PKA-R2B activ
COc1cccc(/C=N/Nc2ncc(C)c(=O)[nH]2)c1OC	-4	-1	-5	5	0	-0.7	8	-9	-0.4	-3
CCOc1ccc(NC(=O)CSc2nc(-c3cccs3)cc(C(F)(F)F)n2)c([N+](=O)[O-])c1	-1	-1	-5	0	-2	0.2	-13	-3	1.6	-6
O=C(CCc1nc(-c2ccccc2)no1)Nc1cccnc1	-1	-3	-2	-9	3	-2.1	14	3	-0.3	7
O=C1NC(=O)N(Cc2ccccc2)CC1Br (centres undefined)	1	-4	31*	-1	-7	-1.1	10	4	1.8	0
COC(=O)c1ccccc1NC(=O)c1ccccc1NS(C)(=O)=O	-2	1	-1	-8	-5	-3.2	-5	-2	1.1	-16
Nc1c(N(Cc2ccco2)C(=O)c2cccc(F)c2)c(=O)[nH]c(=O)n1Cc1ccccc1	1	-2	-2	-17	-1	-0.7	6	0	0.2	-4
CN1C[C@@H]2[C@@H]3C(=O)N(C)C(=O)[C@@H]3[C@](Cc3ccccc3)(C1=O)N2C(=O)c1ccc(Cl)cc1	0	-8	-5	-5	-1	0.9	16	0	6.7	-8
COc1ccc(NS(=O)(=O)c2ccc3c(c2)OCCO3)cc1OC	-2	1	-4	-3	-5	-2.3	15	-11	-0.9	-1
Cc1cccc(C)c1OCC(O)CN1CCc2ccccc2C1 (centres undefined)	-3	1	-8	5	-4	-1.1	4	-5	0.3	-2
CC1(C(=O)NC23CC4CC(CC(C4)C2)C3)CC1(Cl)Cl (centres undefined)	-3	-1	2	-3	2	-1.1	5	5	-0.5	-3
COc1ccc(OC)c(-n2nnnc2SCC(=O)Nc2nc(C)c(C)s2)c1	5	-1	0	-8	-3	-1.6	-30	-10	1.4	0
O=C(NCCN1C(=O)S/C(=C\c2cccnc2)C1=O)C1=NN(c2ccccc2)C(=O)CC1	0	-3	1	-7	-1	-1.5	10	-4	0.5	-9
CCOc1ccccc1NC(=O)COc1cccc(-n2cnnn2)c1	-4	3	-5	7	7	-0.9	-42	-1	0.8	-4
CCOC(=O)c1sc(C)c2c(=O)n(CC)nnc12	-1	-3	/	0	2	-2.4	-5	-20	-3.4	-1
O=C(CCc1nnc2ccc(NCc3ccco3)nn12)Nc1ccccc1F	-1	1	3	15	7	-3.2	-5	-4	-0.4	-18
Cc1ccc(C(=O)Nc2nnc(C)s2)cc1	/	0	2	-1	/	-0.7	30	/	0.8	/
CN(Cc1cnn(C)c1)C(=O)c1cc(COc2c(F)cccc2F)on1	0	0	-2	-2	-1	-0.4	11	6	0.7	-3
Cc1ccc(S(=O)(=O)Nc2cccc(-c3ccc(N4CCCCCC4)nn3)c2)cc1	-1	-6	-17	4	2	-3.8	-18	4	-1.0	-8
Cc1cc(C(F)F)n2ncc(C(=O)N3CCCCC3)c2n1	-2	-6	-6	3	0	/	16	-8	-1.6	10
CCOCCCNC(=O)C(NC(=O)C1CCC(=O)N1)c1ccc(C)cc1 (centres undefined)	1	-4	1	-5	-6	-1.6	4	-3	0.6	-4
COc1ccc(-n2ccnc2)cc1	2	1	/	4	-4	-0.9	6	0	0.4	-10
CN(C)c1ccc(NC(=O)c2cnsn2)cc1	0	1	9	-1	-5	0.1	21	14	0.4	-16
COc1ccc(Cc2nnc(NS(C)(=O)=O)s2)cc1	-1	-1	-6	1	-2	/	8	-1	2.8	-4
O=c1onc(-c2cccs2)n1Cc1ccccc1	-2	2	-3	-10	0	-0.5	5	-25	1.0	7
Cc1ccc(CNc2c(C=O)c(=O)[nH]c3ccccc23)cc1	0	3	-1	3	4	-1.0	-8	-17	-3.1	6

Some entries already given with just RTF Ca sens act:
SMILES | RTF Ca sens act
O=C(CCc1nc(-c2ccccc2)no1)Nc1cccnc1 | 3
O=C1NC(=O)N(Cc2ccccc2)CC1Br (centres undefined) | -7
COC(=O)c1ccccc1NC(=O)c1ccccc1NS(C)(=O)=O | -5
Nc1c(N(Cc2ccco2)C(=O)c2cccc(F)c2)c(=O)[nH]c(=O)n1Cc1ccccc1 | -1

Further results follow.
SMILES	DAGLB inh	Keap1 Nrf2 FP	CAL PDZ FP-1	Rtt109 Vps75	RTF Ca sens act	CAL PDZ FP-2	SR-BI DiI-HDL act	Cardiac RTF inh	LANA DNA inh	PKA-R2B activ
O=C(Nc1ccncc1)c1ccc(Cl)c(S(=O)(=O)N2CCCCC2)c1	2	-4	-9	0	0	-5.9	1	-16	0.2	-16
COc1ccc(CNC(=O)CCc2nnc3ccc(N4CCC5(CC4)OCCO5)nn23)cc1	2	-3	-2	-8	6	0.8	-2	-3	0.6	0
Cc1ccc(NC(=O)CC2NCCNC2=O)cc1 (centres undefined)	-3	-7	-1	11	9	-0.6	24	-7	-0.4	-4
N#Cc1ccc(C(=O)OCC(=O)N2CCCCCC2)cc1	-2	-3	8	6	-13	-0.3	8	1	-1.0	-4
CCn1nc(C)cc1Nc1ccccc1	0	0	1	/	-2	-1.2	4	-4	2.5	1
Cn1nnnc1SCc1nc2scc(-c3ccc(Cl)cc3)c2c(=O)[nH]1	5	0	4	-7	-1	-3.1	/	-17	1.5	1
Cc1ccc(S(=O)(=O)N2CCN(C(=O)N(C)C)CC2)cc1	0	0	-5	1	2	67*	14	-4	2.0	-12
